# esBAF inh: Bmi1 luciferase reporter increase in mESCs, primary screen, esBAF inhibitor project, mouse ES cells, Bmi1 luciferase knock-in, single point. reporter increase, % at 12.5 µM. hit rate 2% among 350,000. 24 h; 100% = twice the neutral-well signal. AID 602393, 2012; in the data active = activation above about 40%;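 also: 0% = median of the plate's neutral control wells and 100% = double that signal; a rise in the Bmi1 reporter signal indicates esBAF inhibition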
# RAD52 inh: RAD52 DNA annealing inhibitors, primary screen, biochemical, FRET, single point, set 2 | recombinant RAD52 DNA annealing, FRET fluorescence | inhibition, % at 18.7 µM | hit rate 0.46% among 360,000;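 active = every replicate showing at least 50% inhibition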
# CASP6 VEID inh: human caspase-6 inhibitors, primary screen, biochemical, VEID-R110 fluorescence, single point, set 2; purified caspase-6, Z-VEID-R110 cleavage fluorescence; inhibition, % at 12.5 µM; hit rate 0.53% among 350,000; P55212;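 active = mean inhibition across replicates at least about 35%, with every replicate also reaching that limit, limit read from the data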;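 also: 0% = median of neutral control wells and 100% = no fluorescence left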
# RAD54 inh: inhibitors of human RAD54 branch migration, primary screen, biochemical, fluorescence, single point. DNA repair and recombination protein RAD54-like (Homo sapiens), Q92698. RAD54 Holliday junction branch migration, FAM/BHQ fluorescence. inhibition, % at 10.4 µM. hit rate 0.14% among 360,000. AID 602329, 2012;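 active = mean normalized replicate activity at least 40 and at least half of replicates scoring 40 or more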;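 also: 0% = median of neutral control wells and 100% = median of positive control wells; inhibitors cause a drop in the FAM fluorescence signal; in these data hits start at about 50%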
# PglD inh: C. jejuni PglD acetyltransferase inhibitors, primary screen, biochemical, DTNB colorimetric, single point. purified PglD enzyme, DTNB colorimetric CoA detection. hit rate 0.098% among 360,000. inhibition, % at 12.5 µM. UDP-N-acetylbacillosamine N-acetyltransferase PglD (Campylobacter jejuni); in the data active = inhibition above about 16%, passing the limit was not always enough; also: strong numbers were not always called active
# ARNT-TACC3 inh: disruptors of ARNT/TACC3 protein interaction, primary screen, biochemical, AlphaScreen, single concentration. Transforming acidic coiled-coil-containing protein 3 (Homo sapiens), Q9Y6A5. AlphaScreen His-ARNT PAS-B/GST-TACC3 binding, luminescence; TACC3 fragment carries E629A point mutation. inhibition, % at 9.99 µM. hit rate 0.66% among 390,000;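 active = mean inhibition of replicates at least 50% and at least half of replicates each reaching 50%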;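 also: 0% = complete ARNT plus TACC3 wells and 100% = ARNT alone without TACC3; many hits fall short of the cut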
# ERp5 inh: inhibitors of ERp5-driven insulin aggregation, primary screen, biochemical, turbidity, absorbance 650 nm, single point; hit rate 0.05% among 350,000; AID 651711, 2012; Protein disulfide-isomerase A6 (Homo sapiens), Q15084; inhibition, % at 9.99 µM; 90 min;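 active = mean replicate inhibition above about 25%, with every replicate also reaching it, limit read from the data, passing the limit was not always enough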
# Target sequence (Q15084 whole entry, looked up): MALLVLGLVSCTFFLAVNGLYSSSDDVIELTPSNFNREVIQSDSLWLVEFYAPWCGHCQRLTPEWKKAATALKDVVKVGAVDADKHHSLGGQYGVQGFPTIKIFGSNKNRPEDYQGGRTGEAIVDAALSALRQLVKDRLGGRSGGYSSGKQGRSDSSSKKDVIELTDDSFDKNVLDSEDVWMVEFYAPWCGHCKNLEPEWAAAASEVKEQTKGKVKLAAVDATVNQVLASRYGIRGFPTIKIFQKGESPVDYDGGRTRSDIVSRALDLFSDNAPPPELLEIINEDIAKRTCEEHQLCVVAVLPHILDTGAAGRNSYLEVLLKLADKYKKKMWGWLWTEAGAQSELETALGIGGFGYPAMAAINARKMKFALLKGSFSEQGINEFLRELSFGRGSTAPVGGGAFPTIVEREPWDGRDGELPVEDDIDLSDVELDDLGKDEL
# E-selectin induc: E-selectin induction in HUVECs, primary screen, imaging, HUVEC, immunofluorescence imaging, single point; P16581; normalized: neutral wells 0, TNF-alpha wells 100; activation, % at 7.58 µM; hit rate 0.37% among 260,000;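 active = mean E-selectin-positive cell signal at least 10% of the positive control, reached in at least 60% of replicates, without over 20% cell loss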;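 also: in these data hits start at about 27%; measured in HUVEC primary endothelial cells; signal is the percent of cells scored E-selectin positive by PE staining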
# Target sequence (P16581 whole entry, looked up): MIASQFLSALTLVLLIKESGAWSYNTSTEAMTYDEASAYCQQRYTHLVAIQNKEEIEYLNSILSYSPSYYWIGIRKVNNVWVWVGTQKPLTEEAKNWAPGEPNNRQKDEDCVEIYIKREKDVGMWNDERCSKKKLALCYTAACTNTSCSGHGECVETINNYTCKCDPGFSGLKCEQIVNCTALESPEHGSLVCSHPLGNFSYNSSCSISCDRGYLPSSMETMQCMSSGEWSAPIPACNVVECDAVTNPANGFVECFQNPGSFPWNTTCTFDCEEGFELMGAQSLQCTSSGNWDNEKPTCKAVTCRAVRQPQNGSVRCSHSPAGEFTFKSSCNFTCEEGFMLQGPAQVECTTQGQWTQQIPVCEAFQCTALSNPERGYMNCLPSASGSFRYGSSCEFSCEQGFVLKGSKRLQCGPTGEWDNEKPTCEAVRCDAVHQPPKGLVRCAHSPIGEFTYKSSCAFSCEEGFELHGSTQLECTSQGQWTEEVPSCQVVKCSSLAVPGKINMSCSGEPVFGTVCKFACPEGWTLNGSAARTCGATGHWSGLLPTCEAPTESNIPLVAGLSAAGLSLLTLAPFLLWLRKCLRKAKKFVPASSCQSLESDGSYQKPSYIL
#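 Test system: HUVEC | Signal: Immunofluorescence imaging | Read-out: Percent E-selectin-positive cells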
# * hit, by the source's call; x = not tested or not shown; & = joins results of further samples. Some of the compounds tested; rates above refer to the full screens.
# Below each SMILES: esBAF inh | RAD52 inh | CASP6 VEID inh | RAD54 inh | PglD inh | ARNT-TACC3 inh | ERp5 inh | E-selectin induc
> CN1C2CCC1CC(OC(c1ccccc1)c1ccccc1N)C2 (configuration not stated)
    -2 | 28 | -3 | 3 | -1 | 7 | 0 | -2.2
> Cc1cc(Cl)ccc1C(=O)C1CCCN(C2CCSCC2)C1 (configuration not stated)
    -1 | 0 | -2 | -2 | 3 | -3 | 9 | 5.1
> CC12CN3CC(C)(CN(C1)P3(=O)Oc1ccccc1)C2=O (configuration not stated)
    -6 | -8 | 1 | 1 | -4 | -3 | -9 | x
> COC(=O)C1=C(c2ccc(C(C)=O)cc2)C[C@@H]2CC[C@H]1N2C(=O)NC1CC1
    -3 | 4 | -2 | -1 | 5 | -1 | -1 | -0.1
> CCOc1ccc(-n2c(O)c(C=Nc3ccc(NC(C)=O)cc3)c(=O)[nH]c2=O)cc1
    0 | -21 | 1 | x | x | -1 | 2 | 1.4
> O=[N+]([O-])c1ccc(Cl)c([N+](=O)[O-])c1
    10 | -4 | -1 | -3 | -4 | x | 8 | -0.3
> CC(C)CN(C(=O)CN1CC=C(c2ccccc2)CC1)c1c(N)n(CC(C)C)c(=O)[nH]c1=O
    -5 | -29 | 0 | -1 | 4 | 14 | 5 | x
> N#CC(C#N)=Cc1ccc(C=C(C#N)C#N)cc1
    8 | -134 | 32 | 0 | 0 | 8 | -2 | 0.1
> O=C(CCl)NCC1CCCO1 (configuration not stated)
    x | -18 | -2 | x | x | 0 | 2 | 1.4
> Cn1cc(C=C(C#N)C#N)c2ccccc21
    -6 | -414 | -8 | -15 | 1 | -8 | 6 | -0.1
> C=CCn1c(O)c(C(C)=NCCc2c[nH]c3ccccc23)c(=O)[nH]c1=O
    x | -5 | 0 | x | x | -4 | 0 | x
> OC(COCc1ccc(Cl)cc1)CN1CC=C(c2ccccc2)CC1 (configuration not stated)
    -7 | -21 | -1 | -2&3 | 5&-2 | -3 | -6 | 0.0
> O=C(Cc1cccnc1)N1CCCCN2[C@@H](CO)[C@@H](c3ccc(C#CC4CC4)cc3)[C@@H]2C1
    x | 10 | 0 | -8 | 4 | x | 1 | x
> CS(=O)(=O)c1ccc(C2=C(CNC(=O)c3nccs3)[C@H]3CC[C@@H](C2)N3Cc2ccccc2)cc1
    -2 | 6 | -1 | -4 | -2 | x | 1 | -0.5
> CC(C)[C@H]1CC2C3CC=C4C[C@@H](O)CC[C@]4(C)C3CC[C@]2(C)[C@H]1O (some centres not stated)
    -12 | -5 | -2 | -2 | -2 | x | 7 | 1.0
> CCOc1ccc(-c2cc(C(=O)N3CCC4(CC3)OCCO4)c3ccccc3n2)cc1
    x | 1 | -1 | x | x | -31 | 3 | x
> Cc1ccc(N2C(=O)NC(=O)/C(=C/c3cnc(-c4ccccc4)nc3)C2=O)cc1C
    x | -87 | -1 | x | x | 0 | 1 | x
> COc1cc(OC)c(C=O)c(OC(=O)N(C)C)c1
    2 | -7 | -1 | 4 | 2 | -7 | 3 | x
> CCCCC(CC)CNCC(O)c1ccccc1 (configuration not stated)
    -10 | -7 | 3 | 1 | 0 | -1 | -3 | -1.8
> O=P(O)(Oc1ccccc1)OC(c1ccccc1)C(F)(F)C(F)(F)F (configuration not stated)
    -11 | -11 | -1 | -14 | -2 | -5 | -3 | 2.9
> Cc1ccc(P(=S)(c2ccc(C)o2)N2CCOCC2)o1
    -4 | x | x | -1 | -3 | -10 | x | x
> CN1CCCCC1c1ccc(-c2cccnc2)nc1 (configuration not stated)
    10 | -14 | -8 | 1 | 0 | -19 | -6 | x
> COC(=O)C1=C(c2ccc(Cl)c(C(F)(F)F)c2)C[C@@H]2CC[C@H]1N2C(=O)N1CCC(O)(c2ccc(Cl)cc2)CC1
    7 | -10 | -1 | 3 | 0 | -1 | 12 | -0.1
> Cc1cc(OCCCC(=O)NCc2cccs2)ccc1Cl
    0 | -19 | 0 | -3 | -2 | 1 | 5 | x
> Oc1cccc(/C=N/NP(=S)(c2ccccc2)c2ccccc2)c1
    18 | x | x | -2 | 0 | 4 | x | x
> CCOc1ccc(N=Cc2c(O)n(CCc3ccc(OC)c(OC)c3)c(=O)[nH]c2=O)cc1
    x | -57 | -1 | x | x | 6 | 3 | x
> C/C=C/c1ccc([C@@H]2[C@H]3CN(C(=O)Cc4cccnc4)CCCCN3[C@H]2CO)cc1
    -4 | -8 | -5 | -17 | 4 | -3 | -2 | 2.1
> CC(C)n1c(=O)c(C=Nc2ccc(Cl)cc2)c(O)n(Cc2ccco2)c1=O
    x | -135 | 3 | x | x | x | 5 | 0.1
> CC12CNCC(C)(CNC1)C2O (configuration not stated)
    5 | 57* | -287 | 26 | 1 | 1 | -8 | x
> O=C1NCN(c2ccccc2)C12CCN(C(c1cccc3ccccc13)c1nnnn1Cc1ccccc1)CC2 (configuration not stated)
    -6 | -3 | -3 | 2 | -1 | x | -3 | -0.2

# Entries above containing a furan ring, fused or not:
# Below each SMILES: esBAF inh | RAD52 inh | CASP6 VEID inh | RAD54 inh | PglD inh | ARNT-TACC3 inh | ERp5 inh | E-selectin induc
> Cc1ccc(P(=S)(c2ccc(C)o2)N2CCOCC2)o1
    -4 | x | x | -1 | -3 | -10 | x | x
> CC(C)n1c(=O)c(C=Nc2ccc(Cl)cc2)c(O)n(Cc2ccco2)c1=O
    x | -135 | 3 | x | x | x | 5 | 0.1

# (more compounds)
# Below each SMILES: esBAF inh | RAD52 inh | CASP6 VEID inh | RAD54 inh | PglD inh | ARNT-TACC3 inh | ERp5 inh | E-selectin induc
> CCc1ccc(-n2c(O)c(C(C)=O)c(=O)[nH]c2=O)cc1 (tested in a mixture with another compound)
    -5 | -32 | 10 | x | x | -4 | 14 | 0.3
> Cc1ccc2nc(C)n(-c3ccc(F)cc3)c(=O)c2c1
    x | -12 | 2 | 7 | -3 | 0 | 3 | -1.3
> C=CCN(c1ccc(C(=O)N(CC)CC)cc1)S(C)(=O)=O
    -11 | x | x | 3 | 0 | -2 | x | x
> Cn1cccc1/C=C1/C(=O)NC(=O)N(Cc2ccccc2)C1=O
    x | -74 | 17 | x | x | -2 | 5 | x
> N#Cc1cccc(-c2ccc([C@@H]3[C@H](CO)N4CCCCN(C(=O)Cc5ccncc5)C[C@@H]34)cc2)c1
    x | -25 | 0 | 1 | 3 | 11 | -3 | -0.3
> CC(=O)Nc1ccc(OC(=O)c2ccccc2N)cc1
    -3 | x | x | 6 | -1 | -14 | x | x
> C=Cn1ccnc1P(O)(=S)c1nc(C)c(CCOC(C)=O)s1 (configuration not stated)
    x | -10 | -4 | x | x | 0 | -1 | 6.7
> COc1ccc(Cc2c(O)[nH]c(=S)[nH]c2=O)cc1
    -6 | -3 | 5 | 11 | -3 | -4 | -2 | 0.2
> CCC(C)n1c(O)c(C=NCCc2ccccc2)c(=O)[nH]c1=S (configuration not stated)
    -11 | -17 | -1 | 1 | 19 | -2 | 4 | x
> CC12CCC3C(CCC4CC(=O)CCC43C)C1CC(=NO)C2=O (configuration not stated)
    x | -17 | 2 | x | x | -8 | 3 | -0.3
> Cc1c(C(=O)N2CCC3(CC2)OCCO3)oc2ccc(S(=O)(=O)N3CCOCC3)cc12
    -2 | x | x | 15 | -6 | -6 | x | x
> Cc1nc2ccccc2c(=O)n1-c1ccccc1[N+](=O)[O-]
    x | -11 | -1 | x | x | x | 4 | 0.6
> CN1CCN(/N=C/c2c(O)n(C)c(=O)n(C)c2=O)CC1
    -2 | -6 | 0 | -5 | -3 | -14 | -7 | x
> COc1ccc(CN2C(=O)NC(=O)/C(=C\c3cccc(OC)c3OC)C2=O)cc1
    x | -142 | 11 | x | x | 4 | -4 | x
> Fc1ccc(CNC2CN3CCC2CC3)cc1 (configuration not stated)
    -4 | -3 | -13 | -5 | -3 | -11 | -3 | x
> Cc1ccc(N2C(=O)CC(=O)NC2=O)c(C)c1
    -6 | -222 | -9 | -9 | x | -1 | -8 | x
> O=c1ccc2cc(O[C@@H]3O[C@H](CO)[C@@H](O)[C@H](O)[C@H]3O)c(O)cc2o1
    4 | -8 | -2 | 3 | -3 | -5 | 4 | 0.5
> CC(=O)OC1(c2ccccc2)CCN(C2CCCCC2)CC1C (configuration not stated)
    6 | -1 | -2 | -10 | -1 | -3 | -2 | 3.2
> N#CCCn1cc(C(=O)Nc2ccccc2Cl)c(-c2ccc(F)cc2)n1
    -3 | 4 | 1 | -12 | -1 | -5 | -1 | x
> C[C@]12CCC3C(CC[C@H]4C[C@@H](O)CC[C@]34C)[C@H]1C=CC2=O (some centres not stated)
    2 | -12 | 0 | 9 | 4 | 5 | 6 | x
> c1ccc(N2C3C4CC(C5CCCC54)C32)cc1 (configuration not stated)
    1 | -14 | -1 | -11 | -1 | -6 | -3 | -0.1
> O=C(OCC(=O)c1ccc([N+](=O)[O-])cc1)/C(=C\c1ccc(Cl)cc1)NC(=O)c1ccccc1
    -7 | x | x | 1 | 2 | 14 | x | x
> CCCCC/C(=N/O)c1c(C)[nH]c2ccccc12
    x | 0 | -1 | x | x | 10 | 0 | x
> Cc1c(C(c2ccc(Br)cc2)c2c(O)c3ccccc3oc2=O)c(=O)n(-c2ccccc2)n1C (configuration not stated)
    -11 | -4 | -3 | 1 | 4 | -6 | -1 | -0.4
> CC1=C(O)C(=O)C=C2C1=CC=C1C2(C)CCC2(C)C3CC(C)(C(=O)O)CCC3(C)CCC12C (configuration not stated)
    -88 | -33 | 7 | x | x | -2 | 11 | 2.3
> COC(=O)C1=C(c2ccc(-c3ccccc3)c(F)c2)C[C@@H]2CC[C@H]1N2C(=O)NC1Cc2ccccc2C1
    2 | -7 | -2 | -4 | -3 | -4 | 2 | 0.0
> COC(=O)C(NC(=S)N1CC2C[C@@H](C1)Cn1c2cccc1=O)C(C)C (some centres not stated)
    -4 | -7 | 1 | 5 | 3 | 11 | 2 | 0.0
> O=c1[nH]c(=O)n(C2CCCCC2)c(O)c1C=Nc1ccc(N2CCOCC2)cc1
    x | -20 | 3 | -2 | -2 | 1 | -1 | x
> Cn1c(O)c(C(=Nc2ccc(F)cc2)c2ccccc2Cl)c(=O)n(C)c1=O
    x | -11 | -2 | x | x | -1 | 6 | 0.0

# Sorted by length of the SMILES (ascending): 4 of the compounds above
# Below each SMILES: esBAF inh | RAD52 inh | CASP6 VEID inh | RAD54 inh | PglD inh | ARNT-TACC3 inh | ERp5 inh | E-selectin induc
> CN1CCN(/N=C/c2c(O)n(C)c(=O)n(C)c2=O)CC1
    -2 | -6 | 0 | -5 | -3 | -14 | -7 | x
> CCc1ccc(-n2c(O)c(C(C)=O)c(=O)[nH]c2=O)cc1 (tested in a mixture with another compound)
    -5 | -32 | 10 | x | x | -4 | 14 | 0.3
> C[C@]12CCC3C(CC[C@H]4C[C@@H](O)CC[C@]34C)[C@H]1C=CC2=O (some centres not stated)
    2 | -12 | 0 | 9 | 4 | 5 | 6 | x
> COC(=O)C1=C(c2ccc(-c3ccccc3)c(F)c2)C[C@@H]2CC[C@H]1N2C(=O)NC1Cc2ccccc2C1
    2 | -7 | -2 | -4 | -3 | -4 | 2 | 0.0

# High-throughput results from PubChem BioAssay.
